Screening results from PubChem BioAssay.
AID2073 – inhibitors of Mint1-CaV2.2 protein interaction, biochemical, HTRF (AID 2073); one-dose inhibition, % at 20 µM; IC50 in µM for titrated hits; actives 0.19% (n = 290,000); HTRF protein-protein interaction, Mint1-CaV2.2; higher % means a stronger effect; in the data active means inhibition mostly above about 51%, no sharp cut-off; further: some results filed as inactive read as strong as hits
Dengue-2 NS5 capping – flavivirus cap methylation enzyme inhibition – biochemical, confirmation dose response, primary screen (AID 588689); actives 0.3% (n = 340,000); Dengue-2 NS5 methyltransferase capping enzyme assay, biochemical; higher % means a stronger effect; inhibition, % at 25 µM; hits with a dose series show IC50 in µM; in the data active means a potency from the dose series
WT yeast gro inh – growth inhibition of WT yeast, mitochondrial fusion screen | inhibition, % at 10 µM | actives 2.1% (n = 190,000) | mitochondrial fusion phenotypic screen, WT strain; in the data active means inhibition above about 58%; tested in S. cerevisiae
GPR35 antagonists – GPR35 antagonists blocking zaprinast-driven arrestin recruitment, primary screen, imaging, U2OS, beta-arrestin-GFP, zaprinast agonist (AID 2058) | U2OS GPR35 beta-arrestin-GFP translocation imaging, zaprinast antagonism; higher % means a stronger effect | one-dose inhibition, % at 10 µM; IC50 in µM for titrated hits | actives 0.052% (n = 290,000);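 active means inhibition of at least 50% with at least 30 cells and total cytoplasm GFP at most 10,000,000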
Autophagy mod – alters autophagy in cells; MEF GFP-LC3 puncta imaging; test concentration mostly 10 µM; calls only at 10 µM (by protocol); actives 0.98% (n = 190,000);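 active means percentage of spot-positive cells more than 3 SD above its plate mean, without a fluorescence outlier flag or 80% toxicity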;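 further: spot-positive cell cutoff set from DMSO-treated cells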
LYP inhibition – PTPN22 lymphoid phosphatase activity blockers – biochemical, fluorescence intensity, uHTS (AID 1779). inhibition, % at 11.5 µM, or IC50 in µM where a hit was titrated. recombinant LYP phosphatase, fluorescence intensity; higher % means a stronger effect. actives 0.054% (n = 290,000); in the data active means inhibition above about 50%;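 further: plate controls were vehicle with enzyme for no effect and no enzyme for full effect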
RSV CPE inhibition – RSV antiviral activity via CPE protection, HEp-2 cells, primary 10 µM value included (AID 2391); actives 0.13% (n = 310,000); one-dose CPE inhibition, % at 10 µM; IC50 in µM for titrated hits; HEp-2 cells, RSV-induced CPE inhibition; higher % means a stronger effect; in the data active means a potency from the dose series; further: strong numbers were not always called active
UTI89 phage lysis – protection from phage-mediated lysis, alamar blue read-out – E. coli UTI89, K1F phage, bacterial capsule biogenesis inhibitors (AID 488966); one-dose inhibition, % at 100 µM; IC50 in µM for titrated hits; E. coli UTI89 K1F phage lysis, alamar blue, 2 h; higher % means a stronger effect; actives 0.02% (n = 340,000);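 active means phage lysis inhibition, versus mean bacterial control, above a set limit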;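 further: capsule biogenesis inhibitors block K1F phage lysis so surviving cells raise fluorescence; higher fluorescence means more inhibition of phage lysis; actives were called in the ten point dose series up to 300 µM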
NTR1 ag – agonists of NTR1, primary screen, imaging, U2OS cells, beta-arrestin-GFP, high content (AID 493036); P30989; NTR1-U2OS beta-arrestin-GFP spot imaging, agonist mode; activation, % at 20 µM; actives 0.17% (n = 330,000);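 active means activation at or above 40% of the spot to cytoplasm intensity ratio, with at least 20 cells analyzed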;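 further: 0% = DMSO without peptide and 100% = 100 nM NTR1 peptide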
Target sequence (P30989 whole entry, looked up): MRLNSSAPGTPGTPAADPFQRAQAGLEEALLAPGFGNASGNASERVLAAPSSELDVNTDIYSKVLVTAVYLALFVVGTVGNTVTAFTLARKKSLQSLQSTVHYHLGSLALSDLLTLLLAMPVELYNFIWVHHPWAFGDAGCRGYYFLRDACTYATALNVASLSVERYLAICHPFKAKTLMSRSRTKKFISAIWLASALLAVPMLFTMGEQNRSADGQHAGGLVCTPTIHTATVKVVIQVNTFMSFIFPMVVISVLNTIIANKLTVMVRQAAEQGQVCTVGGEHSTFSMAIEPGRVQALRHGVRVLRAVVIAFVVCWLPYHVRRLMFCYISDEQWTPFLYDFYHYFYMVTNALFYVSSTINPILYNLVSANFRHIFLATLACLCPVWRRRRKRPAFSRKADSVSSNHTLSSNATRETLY
WT yeast gro inh mutant strain – further read-out of WT yeast gro inh, marked with its call; inhibition, %; mitochondrial fusion phenotypic screen, mutant strain inhibition
Autophagy mod cell loss 18 h – recorded beside Autophagy mod, whose call it bears; toxicity, %; measured here: cell loss, nuclei count;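 cell loss after 18 h compound exposure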
NTR1 ag cell count 20 µM – also measured in NTR1 ag; calls as there; cell count; measured here: cell count, cytotoxicity flag
Numbers without * were called inactive; [ ] = another dose, or the depositor's remark. Random draw from the library; overall some 2.6% were active at least once.

How did COc1ccc(NC(=O)CN(C)S(=O)(=O)c2ccc3c(c2)CCC(=O)N3)c(OC)c1 do in these assays?
AID2073: -4%; Dengue-2 NS5 capping: -3%; WT yeast gro inh: 14; GPR35 antagonists: 2%; Autophagy mod: inactive; LYP inhibition: 2%; RSV CPE inhibition: 2.7%; UTI89 phage lysis: -0.8%; NTR1 ag: -2.4; WT yeast gro inh mutant strain: 18; Autophagy mod cell loss 18 h: 8; NTR1 ag cell count 20 µM: 102

How did Cc1cccc(C(=O)N(Cc2nc3ccccc3c(=O)[nH]2)C2CCCC2)c1 do in these assays?
AID2073: -2%; Dengue-2 NS5 capping: -2%; WT yeast gro inh: -4; GPR35 antagonists: -3%; Autophagy mod: inactive; LYP inhibition: -6%; RSV CPE inhibition: 2.9%; UTI89 phage lysis: -0.5%; NTR1 ag: 1.1; WT yeast gro inh mutant strain: -26; Autophagy mod cell loss 18 h: -4; NTR1 ag cell count 20 µM: 34

What do the screens show for `Cc1cc(Cl)ccc1OCC(=O)NNC(=O)c1ccco1`?
AID2073: 9%; Dengue-2 NS5 capping: -2%; GPR35 antagonists: 13%; LYP inhibition: -5%; RSV CPE inhibition: 2.1%; UTI89 phage lysis: 0.4%[50 µM]; NTR1 ag: 0.6; NTR1 ag cell count 20 µM: 66

Results for C#CCOCCOCCOCCNc1nc(N2CCN(C(=O)Cn3cc(CCCN=C(N)N)nn3)CC2)nc(N2CCN(C(=O)[C@H](CCCCN)n3cc(CC(C)O)nn3)CC2)n1 (stereo not given in full) ?
Dengue-2 NS5 capping: -4%; RSV CPE inhibition: 0.1%; UTI89 phage lysis: 2.7%; NTR1 ag: -3.1; NTR1 ag cell count 20 µM: 96

How did Cn1c(SCC(=O)NC(=O)Nc2ccccc2)nnc1-c1ccncc1 do in these assays?
AID2073: -8%; GPR35 antagonists: -2%; LYP inhibition: -8%; RSV CPE inhibition: 1.1%; NTR1 ag: -1.1; NTR1 ag cell count 20 µM: 51

Results for COc1cc(CN2CCCCCC2)c([N+](=O)[O-])cc1OC ?
AID2073: -12%; Dengue-2 NS5 capping: 0%; GPR35 antagonists: -3%; LYP inhibition: -6%; RSV CPE inhibition: 0.6%; UTI89 phage lysis: 0.3%; NTR1 ag: 1.3; NTR1 ag cell count 20 µM: 62

Results for CCCc1nnc(NC(=O)CS(=O)(=O)c2ccccc2)s1 ?
AID2073: -1%; Dengue-2 NS5 capping: 4%; GPR35 antagonists: 16%; LYP inhibition: -14%; RSV CPE inhibition: 4.1%; UTI89 phage lysis: 0.0%; NTR1 ag: -0.1; NTR1 ag cell count 20 µM: 52

How did Cc1ccc(C)c(NS(=O)(=O)c2ccc3c(c2)Cc2cc(S(=O)(=O)Nc4cc(C)ccc4C)ccc2-3)c1 do in these assays?
AID2073: 12%; Dengue-2 NS5 capping: -3%; WT yeast gro inh: -12; GPR35 antagonists: 9%; Autophagy mod: inactive; LYP inhibition: -8%; RSV CPE inhibition: 1.7%; UTI89 phage lysis: 0.1%; WT yeast gro inh mutant strain: -14; Autophagy mod cell loss 18 h: 0

Results for O=C(Cn1nnc2ccccc2c1=O)Nc1cc(C(F)(F)F)ccc1N1CCOCC1 ?
AID2073: 5%; Dengue-2 NS5 capping: -2%; WT yeast gro inh: -4; GPR35 antagonists: 9%; Autophagy mod: inactive; LYP inhibition: -2%; RSV CPE inhibition: -1.2%; UTI89 phage lysis: -0.2%; NTR1 ag: 4.0; WT yeast gro inh mutant strain: 0; Autophagy mod cell loss 18 h: 0; NTR1 ag cell count 20 µM: 43

How did Cc1ccc(OCc2nnc(SCC(=O)Nc3ccc4c(c3)OCO4)n2C)cc1 do in these assays?
AID2073: 3%; Dengue-2 NS5 capping: -3%; WT yeast gro inh: -3; GPR35 antagonists: -5%; Autophagy mod: inactive; LYP inhibition: 3%; RSV CPE inhibition: -0.9%; UTI89 phage lysis: 0.8%; NTR1 ag: 0.3; WT yeast gro inh mutant strain: 3; Autophagy mod cell loss 18 h: 7; NTR1 ag cell count 20 µM: 77

What do the screens show for `Oc1ccc(C23CCCC2C2(CCCC2)c2ccc(O)cc2O3)c(O)c1` (stereo not given)?
Dengue-2 NS5 capping: -6%; RSV CPE inhibition: 25%; UTI89 phage lysis: -2.2%[50 µM]; NTR1 ag: 7.9; NTR1 ag cell count 20 µM: 74

What do the screens show for `C=CCn1c(SCc2cc(C(=O)OC)c(C)o2)nnc1-c1ccncc1`?
AID2073: -12%; Dengue-2 NS5 capping: -7%; WT yeast gro inh: 8; GPR35 antagonists: 11%; Autophagy mod: inactive; LYP inhibition: -12%; RSV CPE inhibition: 3.2%; UTI89 phage lysis: 0.1%; NTR1 ag: -2.1; WT yeast gro inh mutant strain: 6; Autophagy mod cell loss 18 h: -6; NTR1 ag cell count 20 µM: 78

What do the screens show for `CN1c2ccccc2C(C)(C)C12CC(c1ccc(S(=O)(=O)N3CCCCC3)cc1)=NO2` (stereo not given)?
AID2073: 12%; Dengue-2 NS5 capping: 4%; WT yeast gro inh: 7; GPR35 antagonists: 4%; Autophagy mod: inactive; LYP inhibition: 2%; RSV CPE inhibition: 12µM*; UTI89 phage lysis: 0.5%; NTR1 ag: -1.2; WT yeast gro inh mutant strain: -7; Autophagy mod cell loss 18 h: 6; NTR1 ag cell count 20 µM: 106

Results for O=C(NCc1ccco1)c1n[nH]c(=O)c2ccccc12 ?
AID2073: 6%; Dengue-2 NS5 capping: 1%; WT yeast gro inh: 15; GPR35 antagonists: -10%; Autophagy mod: inactive; LYP inhibition: -4%; RSV CPE inhibition: 0.2%; UTI89 phage lysis: 2.4%; NTR1 ag: 0.4; WT yeast gro inh mutant strain: 22; Autophagy mod cell loss 18 h: -3; NTR1 ag cell count 20 µM: 46

How did CCOC(=O)N1CCN(C(=O)c2cn(C)c3ccc(S(=O)(=O)N(CC)CC)cc3c2=O)CC1 do in these assays?
AID2073: 6%; Dengue-2 NS5 capping: -1%; GPR35 antagonists: -2%; LYP inhibition: -2%; RSV CPE inhibition: 0.4%; UTI89 phage lysis: 0.4%; NTR1 ag: -0.2; NTR1 ag cell count 20 µM: 80

What do the screens show for `COC(=O)C1(C(F)(F)F)N=C(N(C)C)OC(N(C)C)=N1`?
AID2073: -6%; Dengue-2 NS5 capping: -1%; WT yeast gro inh: -20; GPR35 antagonists: 6%; Autophagy mod: inactive; LYP inhibition: -7%; RSV CPE inhibition: 0.4%; UTI89 phage lysis: 2.5%[50 µM]; NTR1 ag: -0.6; WT yeast gro inh mutant strain: -10; Autophagy mod cell loss 18 h: 11; NTR1 ag cell count 20 µM: 71

Results for O=C(Nc1ccc(OC(F)(F)F)cc1)c1ccc2ccccc2n1 ?
AID2073: 9%; Dengue-2 NS5 capping: -1%; WT yeast gro inh: 5; GPR35 antagonists: -10%; Autophagy mod: inactive; LYP inhibition: -4%; RSV CPE inhibition: 6.3%; UTI89 phage lysis: -0.6%; NTR1 ag: 3.9; WT yeast gro inh mutant strain: -21; Autophagy mod cell loss 18 h: -2; NTR1 ag cell count 20 µM: 84

What do the screens show for `CNS(=O)(=O)c1cccc(C(=O)OCC(=O)Nc2ccccc2OC(F)F)c1`?
AID2073: 13%; Dengue-2 NS5 capping: 4%; WT yeast gro inh: 3; GPR35 antagonists: -5%; Autophagy mod: inactive; LYP inhibition: -11%; RSV CPE inhibition: 2.8%; UTI89 phage lysis: 1.0%; NTR1 ag: -2.5; WT yeast gro inh mutant strain: 9; Autophagy mod cell loss 18 h: -1; NTR1 ag cell count 20 µM: 98

How did COc1cc(NC(=S)N2CCN(C(=O)C3CCCO3)CC2)c(OC)cc1Cl (stereo not given) do in these assays?
AID2073: -20%; Dengue-2 NS5 capping: 5%; WT yeast gro inh: 5; GPR35 antagonists: 2%; Autophagy mod: inactive; LYP inhibition: -5%; RSV CPE inhibition: 3.0%; UTI89 phage lysis: 1.1%; NTR1 ag: -1.2; WT yeast gro inh mutant strain: 6; Autophagy mod cell loss 18 h: 16; NTR1 ag cell count 20 µM: 80

Results for CCN1CCCC1CN(Cc1cc2ccc(C)cc2[nH]c1=O)C(=S)Nc1ccccc1C(=O)OC (stereo not given) ?
AID2073: -2%; Dengue-2 NS5 capping: 5%; WT yeast gro inh: 2; GPR35 antagonists: 5%; Autophagy mod: inactive; LYP inhibition: -5%; RSV CPE inhibition: -1.7%; UTI89 phage lysis: -2.2%; NTR1 ag: 0.1; WT yeast gro inh mutant strain: -7; Autophagy mod cell loss 18 h: -5; NTR1 ag cell count 20 µM: 37

Results for COc1ccccc1N(CC(=O)NC(C)C)S(=O)(=O)c1cccs1 ?
AID2073: 33%; Dengue-2 NS5 capping: -7%; WT yeast gro inh: 13; GPR35 antagonists: -4%; Autophagy mod: inactive; LYP inhibition: -6%; RSV CPE inhibition: 1.3%; UTI89 phage lysis: 2.8%; NTR1 ag: 0.3; WT yeast gro inh mutant strain: 8; Autophagy mod cell loss 18 h: 5; NTR1 ag cell count 20 µM: 49

What do the screens show for `CC(=O)C1=C(c2ccccc2)NC(=O)NC1c1ccccc1OCC(=O)NCc1ccccc1` (stereo not given)?
AID2073: 1%; Dengue-2 NS5 capping: -5%; WT yeast gro inh: -24; GPR35 antagonists: -4%; Autophagy mod: inactive; LYP inhibition: 5%; RSV CPE inhibition: 2.0%; UTI89 phage lysis: -1.0%; NTR1 ag: 2.3; WT yeast gro inh mutant strain: -20; Autophagy mod cell loss 18 h: -1; NTR1 ag cell count 20 µM: 72

What do the screens show for `O=C(N/N=C\c1ccc(F)cc1)c1ccc(F)cc1`?
AID2073: -6%; Dengue-2 NS5 capping: -3%; WT yeast gro inh: -6; GPR35 antagonists: 2%; Autophagy mod: inactive; LYP inhibition: -4%; RSV CPE inhibition: 3.2%; UTI89 phage lysis: -0.5%; NTR1 ag: 2.3; WT yeast gro inh mutant strain: 5; Autophagy mod cell loss 18 h: 13; NTR1 ag cell count 20 µM: 27

How did COc1ccccc1N1CCN(C2CCCN(Cc3cc(F)cc(F)c3)C2)CC1 (stereo not given) do in these assays?
AID2073: 6%; Dengue-2 NS5 capping: 1%; GPR35 antagonists: -3%; LYP inhibition: -3%; RSV CPE inhibition: -0.7%; UTI89 phage lysis: 0.4%; NTR1 ag: 1.0; NTR1 ag cell count 20 µM: 58

By substructure, the compounds so far containing a Cl atom (two)
What do the screens show for `Cc1cc(Cl)ccc1OCC(=O)NNC(=O)c1ccco1`?
AID2073: 9%; Dengue-2 NS5 capping: -2%; GPR35 antagonists: 13%; LYP inhibition: -5%; RSV CPE inhibition: 2.1%; UTI89 phage lysis: 0.4%[50 µM]; NTR1 ag: 0.6; NTR1 ag cell count 20 µM: 66

How did COc1cc(NC(=S)N2CCN(C(=O)C3CCCO3)CC2)c(OC)cc1Cl (stereo not given) do in these assays?
AID2073: -20%; Dengue-2 NS5 capping: 5%; WT yeast gro inh: 5; GPR35 antagonists: 2%; Autophagy mod: inactive; LYP inhibition: -5%; RSV CPE inhibition: 3.0%; UTI89 phage lysis: 1.1%; NTR1 ag: -1.2; WT yeast gro inh mutant strain: 6; Autophagy mod cell loss 18 h: 16; NTR1 ag cell count 20 µM: 80
